BL2 CD40 inh: inhibitors of CD40-induced NF-kB signaling, primary screen, BL2 cells, luciferase reporter, single point; CD40L-induced, 4 h; inhibition, % at 10 µM; 0.94% of 83,000 active; AID 1053188, 2014;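 active = mean inhibition of at least 50% with a set share of replicates also reaching that level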;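 note: 0% = neutral control wells and 100% = IKK inhibitor VII at 50 µM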
Starred values were filed as active, the others as inactive; & = joins results of further samples; [ ] = dose if it differs, or a comment. Some of the compounds tested. The share of hits here may be higher or lower than overall.

SMILES | BL2 CD40 inh
Cc1ccccc1-c1ccc(C2[C@@H]3CN(C(=O)c4cnccn4)C[C@H]2N3)cc1 (stereo partly specified) | -3&31[25 µM]
O=C(Nc1ccc(F)cc1)N1CC(=O)N2[C@H](CO)[C@H](c3ccc(C4=CCCC4)cc3)[C@@H]2C1 | 2[25 µM]
CCOC(=O)c1c(OCC)[nH]c2ccc(O)cc12 | 7
CC(C)NC(=O)Nc1cccc2c1O[C@H](CN(C)C)[C@@H](C)CN(C)C2=O | -2
COCCNC(=O)C[C@H]1C[C@@H]2c3cc(NC(=O)CN(C)C)ccc3O[C@@H]2[C@H](CO)O1 | -8[25 µM]
O=C(C1CCCC1)N1CC(=O)N2[C@H](C1)[C@H](c1ccc(C#Cc3cccc(F)c3)cc1)[C@@H]2CO | 12
O=C(NC1CCCC1)C(c1ccsc1)N(C(=O)Cc1cccs1)c1cccc(F)c1 (stereo unspecified) | -6
Fc1ccc(-c2csc3ncnc(Nc4ccc(N5CCOCC5)cc4)c23)cc1 | 5
COc1ccc(OC)c(NC(=O)/C=C/c2ccc(S(=O)(=O)N3CCOCC3)cc2)c1 | 2
CC(=O)Oc1ccc(C2OC(=O)c3ccccc3N2C(C)=O)cc1 (stereo unspecified) | 8
C[C@H]1CCCCO[C@H](CN(C)C(=O)Nc2ccc(C(F)(F)F)cc2)[C@@H](C)CN([C@@H](C)CO)C(=O)c2cc(NS(=O)(=O)c3cccs3)ccc2O1 | -9
COc1cccc(OC)c1OCC(C)CNCC1CCCO1 (stereo unspecified) | 5
CC(=O)Nc1ccc(S(=O)(=O)N(C)CC(=O)Nc2nc3ccccc3[nH]2)cc1 | 4
COCCNc1nc(NCc2cccc(OC)c2)c2sccc2n1 | 6
c1ccc(CSc2ccc(-c3cccs3)nn2)cc1 | -90
O=C(NCCc1ccc(Cl)cc1)c1cc2ccccn2n1 | -13
CC(C)C(=O)Nc1ccc2c(c1)C(=O)N(C)[C@@H]1CC[C@@H](CC(=O)NCCc3ccccc3)O[C@H]1CO2 | -3[25 µM]
CC(=O)c1ccc(N2CCC(C)CC2)c(F)c1 | 3
Cn1[nH]c(C(F)(F)F)cc1=O | 5
O=C(CC1NCCNC1=O)Nc1ccc2c(c1)OCCO2 (stereo unspecified) | -11
Cc1noc(C)c1S(=O)(=O)N(C)C[C@@H]1OCCCC[C@@H](C)Oc2ccc(NC(=O)CCC(F)(F)F)cc2C(=O)N([C@@H](C)CO)C[C@H]1C | -10[25 µM]
COc1ccccc1C(=O)N1C[C@@H]2[C@H](c3ccccc31)[C@@H](CO)N2C(=O)C1CCCC1 | 3
COc1ccc(NC(=O)Nc2ccccn2)cc1OC | -28
COCC(=O)N1CC2(C1)CN(C(=O)Nc1ccccc1F)[C@H](CO)c1[nH]c3cc(OC)ccc3c12 | -5[25 µM]
CCCOc1cc(C)c(Cl)cc1S(=O)(=O)N(CC)CC | 7

Six compounds from above, sorted by their value in BL2 CD40 inh, rising.
SMILES | BL2 CD40 inh
O=C(CC1NCCNC1=O)Nc1ccc2c(c1)OCCO2 (stereo unspecified) | -11
CC(C)NC(=O)Nc1cccc2c1O[C@H](CN(C)C)[C@@H](C)CN(C)C2=O | -2
COc1ccc(OC)c(NC(=O)/C=C/c2ccc(S(=O)(=O)N3CCOCC3)cc2)c1 | 2
COc1ccccc1C(=O)N1C[C@@H]2[C@H](c3ccccc31)[C@@H](CO)N2C(=O)C1CCCC1 | 3
CC(=O)Nc1ccc(S(=O)(=O)N(C)CC(=O)Nc2nc3ccccc3[nH]2)cc1 | 4
CC(=O)Oc1ccc(C2OC(=O)c3ccccc3N2C(C)=O)cc1 (stereo unspecified) | 8

Back to the main list, repeating the 3 entries before the break.
SMILES | BL2 CD40 inh
COc1ccc(NC(=O)Nc2ccccn2)cc1OC | -28
COCC(=O)N1CC2(C1)CN(C(=O)Nc1ccccc1F)[C@H](CO)c1[nH]c3cc(OC)ccc3c12 | -5[25 µM]
CCCOc1cc(C)c(Cl)cc1S(=O)(=O)N(CC)CC | 7
COC(=O)CN1C(=O)Nc2ccc(C)cc2C1c1ccccc1 (stereo unspecified) | 18
COCCNC(=O)C1(C)CCCN(C(=O)c2cc(C)on2)C1 (stereo unspecified) | -1
CCN(CC)S(=O)(=O)c1ccc2oc(Nc3ccccc3)nc2c1 | -95
N#C[C@H]1[C@@H](c2ccccc2C2=CCCCC2)[C@H](CO)N1C(=O)Cc1ccncc1 | -6[25 µM]
O=S(=O)(c1ccccc1F)N1CC[C@H]2[C@H](CO)Nc3ccc(C4=CCCCC4)cc3[C@H]21 | 1[25 µM]
COc1ccc(N2C(=O)C(F)(F)C2c2ccccc2F)cc1 (stereo unspecified) | 5
O=S(=O)(N1CCOCC1)N1CCOCC1 | 3
COc1ccc(C(c2c(NC(=O)c3ccco3)sc(C)c2C)N2CCOCC2)cc1 (stereo unspecified) | 46
CCN(CC(=O)Nc1c(F)cccc1F)C(=O)C1CCN(S(=O)(=O)c2ccccc2C(=O)OC)CC1 | 2
COc1cc(/C=N/NC(=O)c2ccncc2)ccc1OC(=O)c1cccc(F)c1 | 9
CS(=O)(=O)N1CC(=O)N2[C@H](CO)[C@H](c3ccc(C#CCC4CCCC4)cc3)[C@@H]2C1 | 11[25 µM]
Fc1ccc(Oc2cnns2)cc1 | 11
COc1ccc(N(CC(=O)Nc2cc(C)on2)S(=O)(=O)c2ccc(Cl)cc2)cc1 | 8
COCC#Cc1ccc([C@H]2[C@@H](CO)N3CCCCN(Cc4cccnc4)C[C@@H]23)cc1 | -8[25 µM]
COc1ccc2c3c([nH]c2c1)[C@H](CO)N(C(=O)Nc1ccc(F)cc1)CC31CN(S(=O)(=O)c2ccc(C)cc2)C1 | 18[25 µM]
CC1(C)Nc2ccccc2N(CCC(=O)N2CCOCC2)C1=O | 7
CCOc1ccc(N2C(=O)C(C)CNC2=S)cc1 (stereo unspecified) | -2
c1cncc(CNc2cccc(-c3nc4ccccc4[nH]3)c2)c1 | -80
CN(C)S(=O)(=O)c1cc(C(=O)O)c(NC2CCCCC2)cc1Cl | -1
O=C(NCC(c1ccco1)N1CCN(c2ccc(F)cc2)CC1)C(=O)NC1CCCC1 (stereo unspecified) | -5
CCOc1ccc(C(=O)N[C@H](C(=O)O)C(C)C)cc1 | 5
CS(=O)(=O)c1ccc(C(=O)N2CCN(C(=O)c3ccco3)CC2)cc1 | -3
Cc1ccc(C(=O)OCC(=O)c2ccc[nH]2)s1 | -102
O=Cc1cccn1-c1c(C(=O)O)cnn1-c1ccccc1 | 9
CCC(C)(C)C(=O)Nc1ccc(C(N)=O)cc1 | -5
(next part)
SMILES | BL2 CD40 inh
Cc1cc(C)c(S(=O)(=O)N(C)CC(N)=O)c(C)c1 | 9
CCCCC(=O)Nc1nc2c(OC)cc([N+](=O)[O-])cc2s1 | 1
Cc1cc(C(=O)NCC(c2ccco2)N2CCCC2)c2ccccc2n1 (stereo unspecified) | 5
Fc1ccc(C2=Nn3c(nnc3-c3n[nH]c4c3CCC4)SC2)cc1 | 17
CS(=O)(=O)N(CC(=O)O)c1cccc(Cl)c1 | 7
OC1CSc2nc3ccccc3n2C1 (stereo unspecified) | 1
COc1ccc(C(=O)OC(COc2ccccc2)Cn2ccnc2)cc1 (stereo unspecified) | -23
COc1ccc(O)c(C(=O)/C=C/c2cc3ccccc3o2)c1 | -3
CCCCNC(=O)NCc1cnn(C)c1C | -8
O=C(C1CCN(Cc2nc(-c3ccc(Cl)cc3)no2)CC1)N1CCOCC1 | -5
CN(C)C(=O)c1ccc(-c2ccccc2[C@@H]2[C@@H](CO)N(C(=O)C3CCCCC3)[C@H]2C#N)cc1 | 1[25 µM]
Cc1csc(N=Nc2ccc(N(C)C)cc2)[n+]1[O-] | 80*
Cc1cc(=O)c2cccc(Br)c2[nH]1 | 6
CC(=O)Oc1cc2c(cc1OC(C)=O)C(=O)CCCC2 | -11
CC(=O)Nc1cc(C(=O)NCc2ccco2)ccc1Sc1ccc(F)cc1 | 4
CC(C)Cn1c(NCCN(C)C)nc2c1c(=O)[nH]c(=O)n2C | 14
Cc1cccc(NC(=O)CN2C(=O)c3ccccc3S2(=O)=O)n1 | 4
CS(=O)(=O)N1[C@H](CO)[C@@H](c2ccccc2-c2ccccc2F)[C@@H]1C#N | -2[25 µM]
O=C(Nc1ccccc1F)N1CCCCN2[C@H](C1)[C@H](c1ccc(C#Cc3cccnc3)cc1)[C@@H]2CO | 3[25 µM]
O=C(Nc1ccccc1N1CCOCC1)C1Cc2ccccc2CN1C(=O)c1ccco1 (stereo unspecified) | 5
O=C(O)CCC(=O)NCC1OCCc2ccccc21 (stereo unspecified) | 7
C[C@H]1CN([C@@H](C)CO)C(=O)c2cc(-c3cccc(C(=O)N(C)C)c3)cnc2O[C@H]1CN(C)S(=O)(=O)c1ccc(F)cc1 | -2[25 µM]
Oc1nc(-c2ccc(Br)cc2)n2ccncc12 | 8
COc1ccc(N2CC(C(=O)N/N=C/c3c[nH]c4ccccc34)CC2=O)cc1 (stereo unspecified) | 11
CSc1ncccc1C(=O)Nc1cccc(S(=O)(=O)N(C)c2ccccc2)c1 | 5
(list continues)
SMILES | BL2 CD40 inh
CC1CCc2sc(C(=O)Nc3ccc(N4CCOCC4)cc3)cc2C1 (stereo unspecified) | -9
C[C@@H]1CN([C@H](C)CO)C(=O)c2cc(-c3ccncc3)cnc2O[C@@H]1CN(C)C(=O)CN1CCOCC1 | -13[25 µM]
Cc1ccccc1S(=O)(=O)N1C[C@@H](O)COC[C@@H]2O[C@H](CC(=O)N3CCCCC3)CC[C@H]21 | 2[25 µM]
CCc1cc2cccc(C)c2nc1SCC(=O)Nc1nonc1C | 14
COCCn1c(C)cc(C(=O)COC(=O)c2ccc(Cl)c(S(N)(=O)=O)c2)c1C | 21*
CN1C(=O)c2cc(NC(=O)Nc3ccccc3Cl)ccc2OC[C@H]2O[C@@H](CC(=O)O)CC[C@@H]21 | -3[25 µM]
O=C(NCc1nnnn1-c1ccc(F)cc1)c1ccc2c(c1)OCO2 | 10
Cc1nn(C(=O)c2ccccc2)c2c1C(=O)CC(C)(C)C2 | 5
O=C(COC(=O)c1ccc(Cl)cc1)NC1CCCCCC1 | -6
CCc1cnc(N2[C@@H](C#N)[C@H](c3ccc(-c4cccc(F)c4)cc3)[C@@H]2CO)s1 | 12[25 µM]
CC(C)(C)NC(=O)NC(=O)COC(=O)CNC(=O)c1cccc(F)c1 | 0
O=C(c1cccs1)N1CCN(S(=O)(=O)N2CCOCC2)CC1 | -3
Cc1ccc(-c2csc(NC(=O)c3ccno3)n2)cc1 | -82
O=C(c1cccnc1)N1C[C@H]2[C@@H](c3ccccc31)[C@H](CO)N2CC1CCCC1 | -22
C[C@@H]1CCCn2cc(nn2)COCCNC1=O | -10[25 µM]
COc1cc(CN(C)Cc2nc3cc(C(F)(F)F)ccc3c(=O)[nH]2)ccc1OC(F)F | 15
COCCNC(=O)C(OC(=O)c1cccs1)c1ccc(F)cc1 (stereo unspecified) | 9
CC(=O)c1c(C)[nH]c(C(=O)N(C)C(c2ccccc2)c2ccccc2)c1C | 7
O=C(COC(=O)c1ccc(Oc2ccccc2)cc1)Nc1nnc(-c2ccccc2)o1 | -10
CCN(CCNC(=O)C1CC(=O)N(CCc2ccccc2)C1)c1ccccc1 (stereo unspecified) | 7
CN1CC(=O)N(CC(=O)NCc2ccc(F)cc2)c2ccccc2C1=O | 13
COc1ccc(-c2ccc3c(c2)[C@H]2[C@H](CCN2C(=O)c2ccc4c(c2)OCO4)[C@H](CO)N3)cc1 | -9[25 µM]
N#Cc1ccccc1OCC(=O)NCc1ccccc1CN1CCCC1 | 0
CC12CCC(=O)N1C(C(=O)Nc1ccc(Cl)c(Cl)c1)CS2 (stereo unspecified) | -5
CCC(=O)N1[C@H](CO)[C@H]2c3ccccc3N(C(=O)c3ccncc3)C[C@H]21 | -10[25 µM]

In another format: results already given
> Cc1cccc(NC(=O)CN2C(=O)c3ccccc3S2(=O)=O)n1
- BL2 CD40 inh: 4
> CC(C)NC(=O)Nc1cccc2c1O[C@H](CN(C)C)[C@@H](C)CN(C)C2=O
- BL2 CD40 inh: -2

Following part:
SMILES | BL2 CD40 inh
CC(C)(C)NC(=O)COC(=O)c1ccc(F)cc1Cl | -8
O=C(Nc1ccc(SC(F)F)cc1)c1cc(-c2ccncc2)nc2ccccc12 | 8
CC1CCCCN1CCNC(=O)c1cc2c(-c3ccccc3F)nn(C)c2s1 (stereo unspecified) | 4
Cc1ccc(C)c(OCCC(=O)NNC(=O)c2ccccc2F)c1 | -3
CCC(C)(C(=O)NC1CCCCC1)N(C(=O)C1CCC(=O)N1)c1ccc(C)cc1 (stereo unspecified) | 10
Cn1cc(C(=O)N/N=C/c2ccc([N+](=O)[O-])cc2)c2ccccc21 | -4
CCCNC(=O)/C(=C/c1cn(S(=O)(=O)N(C)C)c2ccccc12)NC(=O)c1ccc(OC)cc1 | 10
COc1cccc(C#Cc2ccc3c(c2)[C@@H]2[C@@H](CCN2S(=O)(=O)c2ccc(C)cc2)[C@H](CO)N3)c1 | 7[25 µM]
CC(=O)[C@@]1(O)CC[C@H]2[C@@H]3C[C@H](C)C4=CC(=O)CC[C@]4(C)[C@H]3CC[C@@]21C | 31
CNC(=O)c1ccc(CN(C)CC(=O)Nc2ccccc2C(=O)NC2CC2)cc1 | 8
CCOCCCNc1nc2c([nH]1)c(=O)n(C)c(=O)n2C | 18
O=C(N1CCCCCC1)n1c(Cc2ccccc2)nc2ccccc21 | 3
Clc1ccccc1OCCNc1nc(NCC2CC2)nc2ccsc12 | 19
O=C(Cn1nnc(-c2ccc(F)cc2)n1)OCC(=O)c1ccccc1 | -8
CC1(C(=O)NS(=O)(=O)c2ccc(Cl)cc2)CCN1C(=O)Cc1cccs1 (stereo unspecified) | 5
O=C(Cn1c(=O)ccn(Cc2ccccc2)c1=O)Nc1cccc(S(=O)(=O)N2CCOCC2)c1 | -4
COCCNc1oc(Cc2cccc3ccccc23)nc1C#N | 0
